Screens as filed in PubChem.
Pol eta inh – DNA polymerase eta (human) inhibition. recombinant Pol eta, fluorescent DNA replication assay. Potency, µM (top dose mostly 114 µM), for inactives: at the top dose activity change, negative = inhibition, most hits filed as inhibitors. hit rate 1.2% among 390,000. Q9Y253; note: potency is the fitted concentration of half-maximal effect; % is set by controls: 0 for no effect and ±100 for the full control effect
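Pol eta (10 nM) was preincubated with compounds for 15 min at room temperature, after which fluorescent replication substrate (50 nM final) was added to start the reaction. Fluorescence was read kinetically at 0 and 10 min.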
ERG Ets-DNA blk – blocks human ERG Ets domain binding to DNA | P11308 | fluorescence polarization, His-ERG Ets domain / labelled DNA | Potency, µM (highest dose often 76.9 µM), for the others: at the top dose FP activity, negative = inhibition, actives largely listed as inhibitors | hit rate 0.028% among 370,000 | AID 624246; active = well fitted inhibition curve with a large enough effect in the polarisation, with a control signal flat; inconclusive = small, poorly fitted or top-dose-only effect, or effect the other way, or a change in a side signal; inactive = no such curve, though single readings can be large or run the other way; the % refers to the polarisation;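 note: polarization taken with two DNA probes labelled with fluorescein and Texas red; potency is the fitted concentration of half-maximal effect; % of control where 0% means no effect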
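His-tagged ERG Ets domain (1 uM in the protein solution; 300mM KCl, 50mM Tris-HCl, 1mM EDTA, 1mM DTT, pH 7.5) received compound, then a probe mix of 5 nM fluorescein-DNA and 100nM Texas-615-DNA. Fluorescence polarization was read for both dyes.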
ALOX12 inh – inhibitors of human 12S-lipoxygenase ALOX12 | P18054 | purified 12hLO, xylenol orange hydroperoxide absorbance | Potency, µM (series often up to 108 µM), without a hit: top-dose activity change, negative = inhibition, actives largely listed as inhibitors | hit rate 1.1% among 580,000 | AID 1671190; note: potency is the fitted concentration of half-maximal effect; % is set by controls: 0 for no effect and ±100 for the full control effect
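Purified human 12hLO (150 nM final) in 25 mM Hepes, 0.01% Triton X-100, pH 7.0 was preincubated 15 min at room temperature with compound. Then 40 uM arachidonic acid was added, 30 min. Hydroperoxide was read by Fe-XO absorbance ratio 573/405 nm.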
RGS4 inh – human RGS4 inhibition; P49798; Transcreener GDP fluorescence polarization, RGS4-accelerated GTP hydrolysis; Potency, µM (highest dose often 114 µM), for the others: at the top dose activity change, negative = inhibition, most hits filed as inhibitors; hit rate 0.039% among 390,000; AID 504845; note: potency is the fitted concentration of half-maximal effect; % is set by controls: 0 for no effect and ±100 for the full control effect; nearly all actives have a fitted effect of over 75% in size; some results filed as inactive show a strong effect at the top dose
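MLSMR compounds (23 nl, pin-transferred) preincubated 10 min at room temperature with a 500nM (2x) first reagent, then RGS4 at 900nM (2x) plus Transcreener GDP mix added; fluorescence polarization (620/688 nm) read before and after 90 min at 30 °C.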
APEX1 inh – blocks human APE1 abasic DNA cleavage | recombinant APE1, TAMRA/BHQ-2 abasic DNA cleavage fluorescence | Potency, µM (highest dose often 65.8 µM), without a hit: top-dose activity change, negative = inhibition, usual class: inhibitors | hit rate 0.35% among 350,000 | AID 2517;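 note: potency is the fitted concentration of half-maximal effect; plate controls were vehicle for no effect and reference inhibitor for full effect; nearly all actives have a fitted effect of over 55% in size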
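Step 1: APE1 (0.75 nM) with compound, 15 min RT. Step 2: add 50 nM fluorophore/quencher THF duplex. Step 3: three fluorescence reads 60 s apart (525/598 nm); read 3 minus read 1 = reaction progress.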
POLK inh – inhibitors of human DNA polymerase kappa | purified Pol kappa, fluorescent DNA synthesis assay, 10 min | AID 588579 | Potency, µM (highest dose often 107 µM), for the others: at the top dose activity, negative = inhibition, actives largely listed as inhibitors | hit rate 0.53% among 400,000; note: potency is the fitted concentration of half-maximal effect; % is set by controls: 0 for no effect and ±100 for the full control effect
Target sequence (Q9UBT6 whole entry, looked up): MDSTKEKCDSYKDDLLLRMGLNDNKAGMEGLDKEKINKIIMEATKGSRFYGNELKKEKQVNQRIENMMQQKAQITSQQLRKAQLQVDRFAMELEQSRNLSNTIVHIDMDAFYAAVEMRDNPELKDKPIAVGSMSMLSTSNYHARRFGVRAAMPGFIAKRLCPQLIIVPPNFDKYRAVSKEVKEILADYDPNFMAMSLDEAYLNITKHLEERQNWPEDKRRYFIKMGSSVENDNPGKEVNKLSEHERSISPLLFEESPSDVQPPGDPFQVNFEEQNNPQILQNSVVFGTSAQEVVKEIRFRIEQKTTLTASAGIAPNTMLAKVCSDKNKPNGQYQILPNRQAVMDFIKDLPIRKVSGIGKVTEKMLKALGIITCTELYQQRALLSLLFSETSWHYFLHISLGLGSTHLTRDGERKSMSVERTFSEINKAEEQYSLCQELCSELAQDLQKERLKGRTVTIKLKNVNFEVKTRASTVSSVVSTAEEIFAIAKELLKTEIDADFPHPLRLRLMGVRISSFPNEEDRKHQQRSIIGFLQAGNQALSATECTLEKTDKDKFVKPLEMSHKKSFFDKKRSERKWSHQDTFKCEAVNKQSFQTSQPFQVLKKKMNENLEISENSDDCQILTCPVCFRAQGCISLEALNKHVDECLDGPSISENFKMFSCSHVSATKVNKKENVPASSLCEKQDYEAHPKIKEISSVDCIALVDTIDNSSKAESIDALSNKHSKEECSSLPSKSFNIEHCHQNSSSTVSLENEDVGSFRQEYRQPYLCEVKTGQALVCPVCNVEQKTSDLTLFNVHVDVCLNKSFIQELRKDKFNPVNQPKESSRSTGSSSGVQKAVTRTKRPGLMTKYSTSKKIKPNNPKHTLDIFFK
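Here, compound and 10 nM enzyme are combined for 15 min at room temperature; adding 50 nM substrate (final) starts DNA synthesis, tracked by fluorescence at 0 and 10 min against buffer-only wells.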
LDHA inh – LDHA (human) enzyme inhibition | activity change, % (values are at about 110 or 230 µM) | P00338 | hit rate 0.15% among 480,000 | AID 1347041 | purified LDHA, NADH/diaphorase-resazurin fluorescence; stronger effect = lower value; in the data active = activity change below about -30%; inconclusive = mostly about -25% to -30%;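 note: plate controls were DMSO wells for no effect and wells without enzyme for full effect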
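Resorufin fluorescence (ex540/em590), read at 0 and 20 min after diaphorase/resazurin addition, reports the NADH left after a 5 min room-temperature reaction of 2 nM human LDH5 with 0.06 mM NADH and 0.2 mM pyruvate.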
POLB inh – blocks human DNA polymerase beta activity; P06746; Pol beta primer extension/strand displacement, fluorescence kinetic; Potency, µM (titrated, usually from 114 µM), for the others: at the highest dose activity change, negative = inhibition, most hits filed as inhibitors; AID 485314; hit rate 1.3% among 340,000; note: potency is the fitted concentration of half-maximal effect; % is set by controls: 0 for no effect and ±100 for the full control effect
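Pol beta (10 nM) was preincubated with compound for 15 min at room temperature. The reaction was then started with 50 nM substrate and read immediately and after a further 10 min at room temperature.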
Anesthetic bind – candidate novel general anesthetic via apoferritin binding; Potency, µM (doses to about 77.5 µM), for the others: at the highest dose activity change, negative = displacement, usual class: inhibitors; hit rate 0.074% among 350,000; AID 485281; apoferritin/1-aminoanthracene competitive binding, fluorescence; note: potency is the fitted concentration of half-maximal effect; % is set by controls: 0 for no effect and ±100 for the full control effect; nearly all actives have a fitted effect of over 20% in size
Target sequence (P02791 2-175 limits assumed): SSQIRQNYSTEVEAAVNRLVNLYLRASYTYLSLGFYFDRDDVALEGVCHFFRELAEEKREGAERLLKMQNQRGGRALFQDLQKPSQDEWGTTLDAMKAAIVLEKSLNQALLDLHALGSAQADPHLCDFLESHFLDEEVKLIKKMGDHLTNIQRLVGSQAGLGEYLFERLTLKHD
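In PBS, apoferritin at 10 uM is loaded with 1-AMA from a 50% saturated solution. After 10 min of compound exposure at ambient temperature, reduced 535 nm fluorescence indicates probe displacement.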
Active calls of the source: *; u = inconclusive; x = no result given; [ ] = dose if it differs, or a comment. Unless noted, calls come from the whole dose curve; as a rule, active = well fitted curve in the direction sought with a large enough effect; inconclusive = small, poorly fitted or top-dose-only effect, or another doubt; inactive = no such curve, though single readings can be large; an effect the other way counts as inactive or inconclusive.

Pol eta inh,ERG Ets-DNA blk,ALOX12 inh,RGS4 inh,APEX1 inh,POLK inh,LDHA inh,POLB inh,Anesthetic bind,smiles
-3%,-4%,2%,15%,1%,-5%,-9,1%,2%,COc1ccc(C(=O)NNC(=O)Nc2ccc(C)cc2)cc1
-9%,0%,-13%,-1%,x,-1%,-1,23%,19%,O=c1c2sc3ccccc3c2n(Cc2ccccc2)c(=O)n1Cc1ccccc1
1%,x,-21%,-19%,12%,-9%[60.1 µM],-7,3%,4%,CCN(CC(=O)NCCc1ccccc1)S(=O)(=O)c1ccc(Br)cc1
-11%,8%,35µM*,13%,-1%,-4%,-8,0%,-10%,S=C(NCCc1ccccc1)Nc1ccc(Br)cc1
-18%,13%,4%,-12%,16%,8%,-3,21%,-7%,COC(=O)c1ccccc1NC(=O)Cn1cnc([N+](=O)[O-])c1
-17%,0%,-12%,0%,x,-4%,0,-3%,-6%,Cn1c(=O)oc2cc(S(=O)(=O)CCC(=O)N3CCN(c4cccc(Cl)c4)CC3)ccc21
-1%,7%,u,1%,6%,-5%,-2,11%,5%,Cc1csc(NC(=O)CCNC(=O)c2ccc([N+](=O)[O-])cc2)n1
-10%,-8%,u,-25%,1%,8%,-13,-7%,14%,COCCOCC(O)CN1CCN(c2ccccc2)CC1 (stereo not given)
-7%,15%,0%,-14%,-12%,-7%,0,x,x,O=C(Nc1ccc2c(c1)OCO2)C1CC1(Cl)Cl (stereo not given)
-19%,19%,11%,10%,9%,-4%,1,x,x,CCc1noc(C)c1C(=O)Nc1cc(Cl)ccc1-n1cncn1
-13%,-5%[15.4 µM],268%[activator],-10%,3%,-1%,-9,x,x,Cc1ccc(C(=O)NCC(=O)OCCCOC(=O)CNC(=O)c2ccc(C)c(C)c2)cc1C
-15%,x,-18%,5%,-10%,5%,-7,3%,1%,CCOc1ccc(C(=O)N2CCN(C(=O)c3ccco3)CC2)cc1OCC
-15%,-8%,0%,11%,-3%,-15%,-1,-2%,u,O=C1CCCc2c1[nH]c1ccc(Br)cc21
-14%,2%,0%,-7%,x,-20%,1,u,-11%,CCC(O)c1cc2c(cc1NC(=O)c1cccc(Br)c1)OCCO2 (stereo not given)
-18%,5%,374%[activator],-8%,14%,5%,-2,2%,-9%,CCOC(=O)Nc1cc(C(=O)OCC)c(C)nc1C
-13%,1%,-2%,27%,14%,-3%,-6,4%,-4%,Cc1nc(N2CCOCC2)[nH]c(=O)c1CCC(C)C
4%,-1%,-25%,-3%,-17%,-4%,0,x,x,CCOc1cc(N2CCOCC2)c(OCC)cc1NC(=O)COC(=O)c1ccccc1OC(F)F
-7%,2%,0%,-36%,-3%,-6%,0,-16%,-1%,COC(=O)c1cn(CC(=O)NCc2ccco2)c2ccccc12
-14%,3%,11%,24%,-7%,1%,-4,x,x,CCOc1ccc(NC(=O)CN(C)C(=O)CC2CCCC2)cc1OCC
-2%,0%,24%,-10%,9%,-21%,4,31%,-22%,Cn1c(=O)c(C(=O)Nc2ncccc2O)c(O)c2ccccc21
-2%,-11%,25%,1%,3%,-10%,-4,-2%,4%,CCC(=O)Nc1nc2ccccc2n1CCN(CC)CC
4%,-11%,-5%,-9%,u,-18%,-8,x,x,Cc1ccc(S(=O)(=O)N2CCOCC2)cc1NC(=O)COC(=O)/C=C/c1ccco1
-19%,-8%,-27%,-12%,-1%,-3%,-4,0%,1%,NS(=O)(=O)c1ccc(NC(=S)N2CCC(O)CC2)cc1
-14%,10%,u,8%,-7%,-14%,-5,-28%,-10%,Oc1ccc(Cl)cc1-c1cc(-c2ccccc2)n[nH]1
-10%,4%,u,-12%[56.9 µM],29%,8%,-4,2%,-1%,CC(=O)Oc1ccc2c(=O)oc(-c3ccc([N+](=O)[O-])cc3)nc2c1
-6%,3%,10%,13%[11.4 µM],11%,-6%,-12,-12%,u,CC1(C)C2CCC1(C)C(OC(=O)CNc1ccccc1)C2 (stereo not given)
-27%,0%,u,-49%[56.9 µM],37%,-5%,24,-12%,-17%,CCOC(=O)c1c(CN(C)C)n(C)c2c(O)c(N=NC(N)=O)c3ccc(Br)cc3c12
6%,-3%,13%,-1%,-2%,-4%,-5,30%,-6%,O=C(NCc1ccccc1)c1ccc(Br)cc1
-12%,-3%,11%,8%,5%,-2%,-1,1%,-13%,Cc1ccc(Nc2ccc(C(=O)NC3CCCCC3)cn2)cc1
-17%,3%,7%,-8%,63%[activator],-5%,-5,16%,-4%,Cc1ccccc1NC(=O)CN1CCN(Cc2ccccc2)CC1
0%,-5%,u,-27%,12%,-9%,7,1%,1%,CCNC(=S)NNc1ccccc1
-18%,-2%,-24%,-7%,76%[activator],-3%,-7,-11%,-3%,CC(NC(=O)c1ccco1)c1nc(-c2ccc(Cl)cc2)no1 (stereo not given)
6%,6%,-8%,23%,45%[activator],-17%[60.1 µM],-7,13%,7%,CCOc1ccc(S(=O)(=O)c2c[nH]c3ccc(C)cc3c2=O)cc1
11%,1%,-15%,-8%,x,-15%,6,2%,-6%,COc1ccc(NC(=O)c2c(-c3ccc(C)cc3)nnc3ccccc23)cc1OC
-25%,-7%,u,12%,15%,-24%,-10,-16%,-8%,Cc1ccc(CN2CCN(Cc3cccn3-c3nccs3)CC2CCO)cc1 (stereo not given)
5%,-3%,247%[activator],-27%,9%,5%,-2,2%,3%,O=C(O)CCCC(=O)Nc1ccc(Oc2ncnc3cc(Cl)ccc23)nc1
2%,-3%,-2%,5%,8%,-17%,0,0%,-21%,Fc1ccccc1N=C1NN=C(c2ccccc2)CS1
-4%,0%,u,-15%,x,-6%,-5,16%,-9%,Cc1cccc(NC(=O)C2CCN(S(=O)(=O)c3c(C)noc3/C=C/c3ccco3)CC2)c1
-1%,-2%,1%,-9%,-4%,-2%,-7,31%,-12%,CCOC(=O)C1CSC2(CCC(c3ccccc3)CC2)N1 (stereo not given)
15%,0%,8%,5%,x,-10%,-8,-3%,-9%,CCC(=O)N1CCc2cc(S(=O)(=O)NC(CC(C)C)C(=O)NCCc3cccc(C)c3)ccc21 (stereo not given)
-5%,-3%,-21%,3%,x,4%[60.1 µM],-2,1%,1%,O=C(CSc1nccn1Cc1ccccc1)NCc1ccc(F)cc1
-8%,-2%,-1%,-14%,4%,2%,-4,-23%,-8%,Cc1nn(-c2ccc([N+](=O)[O-])cc2)c2c1C(c1cccc(Br)c1)N1C(=N2)C(=O)Nc2ccccc21 (stereo not given)
-8%,2%,0%,-38%,14%,-2%,-2,0%,-7%,Cc1ccccc1NS(=O)(=O)c1nnc(NC(=O)CC(C)C)s1
-2%[57.1 µM],x,x,14%[56.9 µM],4%,-13%[60.1 µM],x,12%[57.1 µM],x,CC1C(=O)N(C)C(=O)c2nc[nH]c21 (stereo not given)
3%,-3%,u,-8%,2%,-13%,-7,17%,-11%,Cc1cc(C)nc(NS(=O)(=O)c2ccc(N/C=C/C(=O)c3ccc(Cl)c(Cl)c3)cc2)n1
-1%,10%,10%,-2%,10%,-9%,-4,-2%,-8%,COc1ccc(CN(CCC(c2ccccc2)C2CCOC(C)(C)C2)C(C)=O)cc1 (stereo not given)
-19%,8%,-5%,-15%,-18%,-2%,-1,x,x,O=C1C=C(c2ccc3ncccc3c2)C[C@@H](c2ccc(Cl)cc2)C1

8 compounds from above, sorted by formula weight, falling:
Pol eta inh,ERG Ets-DNA blk,ALOX12 inh,RGS4 inh,APEX1 inh,POLK inh,LDHA inh,POLB inh,Anesthetic bind,smiles
-8%,-2%,-1%,-14%,4%,2%,-4,-23%,-8%,Cc1nn(-c2ccc([N+](=O)[O-])cc2)c2c1C(c1cccc(Br)c1)N1C(=N2)C(=O)Nc2ccccc21 (stereo not given)
15%,0%,8%,5%,x,-10%,-8,-3%,-9%,CCC(=O)N1CCc2cc(S(=O)(=O)NC(CC(C)C)C(=O)NCCc3cccc(C)c3)ccc21 (stereo not given)
3%,-3%,u,-8%,2%,-13%,-7,17%,-11%,Cc1cc(C)nc(NS(=O)(=O)c2ccc(N/C=C/C(=O)c3ccc(Cl)c(Cl)c3)cc2)n1
-4%,0%,u,-15%,x,-6%,-5,16%,-9%,Cc1cccc(NC(=O)C2CCN(S(=O)(=O)c3c(C)noc3/C=C/c3ccco3)CC2)c1
-1%,10%,10%,-2%,10%,-9%,-4,-2%,-8%,COc1ccc(CN(CCC(c2ccccc2)C2CCOC(C)(C)C2)C(C)=O)cc1 (stereo not given)
-1%,-2%,1%,-9%,-4%,-2%,-7,31%,-12%,CCOC(=O)C1CSC2(CCC(c3ccccc3)CC2)N1 (stereo not given)
2%,-3%,-2%,5%,8%,-17%,0,0%,-21%,Fc1ccccc1N=C1NN=C(c2ccccc2)CS1
-2%[57.1 µM],x,x,14%[56.9 µM],4%,-13%[60.1 µM],x,12%[57.1 µM],x,CC1C(=O)N(C)C(=O)c2nc[nH]c21 (stereo not given)

Not all compounds are listed; the hit share may differ from the screen's.
